inhibitors of VEEV: inhibitors of VEEV TC-83 cytopathic effect, confirmation, Vero cells (AID 588727). Vero cells, VEEV TC-83 cytopathic effect inhibition; higher % means a stronger effect. inhibition, % at 20 µM; hits with a dose series show IC50 in µM. hit rate 0.13% among 350,000; in the data active = a potency from the dose series; inconclusive = inhibition mostly from about 14% at the one dose, without a potency; inactive = the rest, 99 in 100 with inhibition below about 12%; note: strong numbers were not always called active
M. tuberculosis: growth inhibition of non-replicating M. tuberculosis (AID 488890) | Mycobacterium tuberculosis non-replicating, growth inhibition; higher % means a stronger effect | one-dose inhibition, % at 25 µM; IC50 in µM for titrated hits | hit rate 0.39% among 320,000; in the data active = a potency from the dose series; inconclusive = inhibition mostly from about 82% at the one dose, without a potency; inactive = the rest, 99 in 100 with inhibition below about 76%;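 note: plate controls were DMSO cells for no effect and high antibiotic wells for full effect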
M. tuberculosis HTS: M. tuberculosis growth inhibition, HTS (AID 449762) | hit rate 0.59% among 330,000 | M. tuberculosis H37Rv growth inhibition, 7H9 media; higher % means a stronger effect | inhibition, % at 25 µM; hits with a dose series show IC50 in µM; in the data active = a potency from the dose series; inconclusive = inhibition above about 70% without an active follow-up result;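 note: bacterial growth assessed after seven days of incubation; strong numbers were not always called active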
influenza NS1A: NS1A inhibition, H1N1 influenza, cell based functional assay (AID 504329); inhibition, % at 12.5 µM; hits with a dose series show IC50 in µM; hit rate 0.3% among 340,000; NS1A functional cell-based assay, percent inhibition; higher % means a stronger effect; in the data active = a potency from the dose series; inconclusive = inhibition above about 27% without an active follow-up result; note: strong numbers were not always called active
PhoP GFP inhibition: PhoP regulon inhibitors, Salmonella typhi PhoP promoter GFP reporter, confirmatory (AID 1850); Salmonella Typhi PhoP-promoter GFP reporter, fluorescence, 4 h; higher % means a stronger effect; inhibition, % at 50 µM, or IC50 in µM where a hit was titrated; hit rate 0.33% among 310,000; in the data active = a potency from the dose series; inconclusive = inhibition mostly from about 25% at the one dose, without a potency; inactive = the rest, 99 in 100 with inhibition below about 19%;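 note: 0% = induced wells with vehicle and 100% = uninduced wells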
inhibitors of VEEV 10K pilot screen: further read-out of inhibitors of VEEV, marked with its call; inhibition, %; measured here: 10K pilot screen inhibition
An asterisk follows results filed as active; i = inactive; ? = inconclusive; / = not tested or not shown.

SMILES	inhibitors of VEEV	M. tuberculosis	M. tuberculosis HTS	influenza NS1A	PhoP GFP inhibition	others
CCN(CC)CCSc1nc(O)c(C(C)C)c(=O)[nH]1	3.4%	-10%	-3%	0%	-4%
COC(=O)c1cccc(N(CC(=O)NC2CCCC2)C(=O)CCC(=O)Nc2cc(C)on2)c1	0.6%	-2%	-1%	6%	-3%
COc1cc2c3c(c1OC)-c1cc(O)ccc1CC3NCC2 (stereo unspecified)	1.2%	-6%	-7%	12%	-1%
Cc1oc2cc(OCC(=O)O)ccc2c(=O)c1Oc1ccccc1	0.0%	?	-12%	1%	-1%
Cc1cc2c(=O)n(NC(N)=O)c(C)nc2s1	0.7%	-7%	-3%	1%	-5%
Cc1ccc(NC(=O)CSc2nc3[nH]c(=O)cc(O)c3s2)c(Br)c1	1.7%	22%	-12%	-16%	/
CCn1cc(Cl)c(C(=O)Nc2nccs2)n1	1.8%	/	/	-12%	/
Cc1nnc(SCC(=O)N2CCN(S(=O)(=O)c3ccccc3)CC2)n1Cc1ccccc1	2.4%	0%	0%	14%	3%
O=C(C(c1ccccc1)c1ccccc1)N1CCN(Cc2ccncc2)CC1	i	0%	-3%	7%	-10%
O=C(Nc1cnn(C23CC4CC(CC(C4)C2)C3)c1)c1cnn2c(C(F)(F)F)cc(-c3ccco3)nc12	10%	26%	5%	4%	-9%

The closing 2 compounds of the section before open the next one:
SMILES	inhibitors of VEEV	M. tuberculosis	M. tuberculosis HTS	influenza NS1A	PhoP GFP inhibition	others
O=C(C(c1ccccc1)c1ccccc1)N1CCN(Cc2ccncc2)CC1	i	0%	-3%	7%	-10%
O=C(Nc1cnn(C23CC4CC(CC(C4)C2)C3)c1)c1cnn2c(C(F)(F)F)cc(-c3ccco3)nc12	10%	26%	5%	4%	-9%
Nc1nc(N)nc(C2C=CCCC2)n1 (stereo unspecified)	0.9%	/	/	-10%	/
CNc1ccc(C(=O)c2ccccc2C(=O)O)cc1[N+](=O)[O-]	0.1%	8%	4%	6%	1%
Cc1ccccc1C(=O)Nc1ccc2c(C#N)c3nc4ccccc4nc3n2c1	1.2%	-29%	7%	4%	-4%
COc1ccc(NC(=O)C23CCC(C)(C(=O)O2)C3(C)C)cc1 (stereo unspecified)	i	-23%	-9%	-9%	-8%
COc1ccc2c(c1)OC[C@H]1[C@H]2N2C(=O)c3cc(OC)c(OC)cc3NC(=O)[C@@]2(C)[C@H]1c1ccccc1	4.9%	67%	?	6%	-9%
CCN(CC)S(=O)(=O)c1ccc(C(=O)OCCN2C(=O)c3cccc4c(N5CCOCC5)ccc(c34)C2=O)cc1	9.0%	-13%	3%	13%	-6%
O=C(COC(=O)Cc1ccc(Br)cc1)Nc1ccc(N2CCOCC2)cc1	1.3%	i	-1%	-3%	/
CCCC12CN3CC(CCC)(CN(C1)C3c1ccccn1)C2=O (stereo unspecified)	6.3%	?	1µM*	26%	9%
C[n+]1ccc(C(=O)Nc2ccccc2Cl)cc1	0.1%	-3%	-2%	-2%	5%
CCCCNC(=O)C1CC(=O)N(CCc2ccccc2)C1 (stereo unspecified)	1.4%	52%	-3%	-14%	10%
CC(=O)c1sc(NC(=O)CN2C(=O)CCC2=O)nc1C	0.2%	-4%	-12%	1%	11%
COc1ccc(Nc2nnc(SCC(=O)NC3CC3)s2)cc1	0.4%	7%	-3%	-10%	/
CCN(C(=O)COC(=O)/C=C/c1nc2ccccc2s1)c1c(N)n(Cc2ccccc2)c(=O)[nH]c1=O	3.8%	/	/	8%	/
Cn1c(SCC(=O)N2CCN(c3ccccc3)CC2)nnc1-c1ccccc1	i	13%	-5%	2%	11%
Nc1nnc(SCC(=O)NN2C(=O)NC3(CCCCC3)C2=O)s1	2.5%	-1%	7%	-5%	7%
O=C(Nc1ccnn1C1CCN(CC(O)CO)CC1)C1CCCC1 (stereo unspecified)	1.3%	-13%	-9%	-4%	-2%
CCCCn1nc(C(=O)Nc2ccc3c(c2)OCCO3)c2ccccc2c1=O	6.2%	32%	-1%	2%	/
CCOC(=O)N1CCN(C(=O)c2ccc3c(c2)N(Cc2cccc(Cl)c2)C(=O)c2ccccc2S3=O)CC1 (stereo unspecified)	i	16%	3%	9%	1%
CN(C)CCc1nc2ccccc2c(=O)n1-c1ccccc1	/	1%	-1%	/	16%
COc1ccc(/C=N/Nc2nc(N3CCCC3)nc(N3CCCC3)n2)cc1	0.6%	43%	-3%	-7%	-6%
O=C(c1ccc(Br)cc1)c1cc(-c2ccccn2)c(N2CCOCC2)s1	i	4%	6%	-29%	2%
O=[N+]([O-])c1ccc(N/N=C/c2ccc(O)c(O)c2O)c(S(=O)(=O)N2CCOCC2)c1	1.8%	/	/	16%	/
CCN(CC)C(=O)C1CCCN(C(=O)c2cc(COc3cccc(OC)c3)on2)C1 (stereo unspecified)	6.8%	-5%	-1%	23%	-3%
Cn1c(=O)c2c(ncn2CC(COCc2ccccc2Cl)OCc2ccccc2Cl)n(C)c1=O (stereo unspecified)	i	21%	-6%	4%	-6%
COc1ccc(NC(=O)c2ccco2)c(NC(=O)Cc2cccs2)c1	1.2%	-3%	5%	-31%	4%
O=C(Nc1ccc(Cc2ccncc2)cc1)c1ccc(S(=O)(=O)N2CCCC2)cc1	7.7%	/	/	-18%	/
CCOc1ccc(/C(O)=C2/C(=O)C(=O)N(CC3CCCO3)C2c2cccs2)cc1 (stereo unspecified)	1.6%	-2%	?	-5%	-4%
c1ccc(C(c2ccccc2)c2noc(CN3CCC(c4ccncc4)CC3)n2)cc1	0.3%	5%	3%	2%	1%
O=C(NN=C1CCCC1)c1ccccc1OCc1ccc(Cl)cc1	2.9%	29%	20%	-4%	5%
CSc1nc2[nH]ncc2c(=O)n1-c1ccccc1	0.5%	-13%	-2%	-1%	-1%

For convenience, some entries already given.
SMILES	inhibitors of VEEV	M. tuberculosis	M. tuberculosis HTS	influenza NS1A	PhoP GFP inhibition	others
O=C(NN=C1CCCC1)c1ccccc1OCc1ccc(Cl)cc1	2.9%	29%	20%	-4%	5%
CSc1nc2[nH]ncc2c(=O)n1-c1ccccc1	0.5%	-13%	-2%	-1%	-1%

More results.
SMILES	inhibitors of VEEV	M. tuberculosis	M. tuberculosis HTS	influenza NS1A	PhoP GFP inhibition	others
C[C@H]1CN([C@@H](C)CO)C(=O)c2cccc(NC(=O)c3cnccn3)c2O[C@@H]1CN(C)S(=O)(=O)c1ccc(F)cc1	0.6%	22%	6%	9%	/
O=C(OCC#Cc1c(COC(=O)c2ccccc2)nnn1Cc1ccccc1)c1ccccc1	0.9%	-3%	-5%	16%	-8%
Cc1ccc(/C=N/n2nnnc2N)o1	2.9%	-5%	-5%	0%	13%
CS(=O)(=O)c1ccc2c(c1)sc1nc(=O)c(/C=C3/C=CC(=O)C(O)=C3)c(N)n12	2.7%	-1%	2%	-9%	11%
CC1(C)OC(C)(C)/C(=C\c2ccc(OCC(N)=O)cc2)C1=O	i	16%	-7%	-8%	/
O=C(COc1cccc2ccccc12)N/N=C/c1ccncc1	i	58%	?	-2%	7%
CN1C(=O)N(c2ccccc2)C(Nc2nncs2)C1(C)C (stereo unspecified)	0.4%	4%	8%	4%	-9%
COc1cc(C2NC(=O)c3ccccc3O2)ccc1OC(C)C (stereo unspecified)	i	-7%	3%	6%	-5%
C/C(=N\NC(=O)CSc1nc(C)[nH]c1[N+](=O)[O-])c1ccc(F)cc1	1.2%	1%	-2%	0%	10%
CC(=O)c1ccccc1NC(=O)COC(=O)c1c(C)nn(-c2ccccc2)c1C	8.8%	36%	4%	-6%	/
O=C(Nc1ccccc1-c1nc2ccccc2s1)c1cccnc1Cl	0.5%	5%	7%	-12%	19%
O=C(COc1ccc([N+](=O)[O-])cc1)Nc1ccccc1N1CCCC1	0.0%	63%	9%	5%	2%
O=C(CN1C(=O)C2C3C=CC(C4CC34)C2C1=O)Nc1cnc2ccccc2c1 (stereo unspecified)	1.0%	14%	-2%	8%	-15%
CCOc1ccc(OCCC(=O)Nc2ccc3c(c2)OCO3)cc1	1.1%	40%	-13%	-2%	/
CC(C)(C)C1=NN=C2c3ccccc3C(=O)C21 (stereo unspecified)	2.0%	0%	-1%	-2%	0%
Cn1c2ccccc2c(=O)c2ccc(C#CC3(N)CCCCC3)cc21	1.3%	79%	?	-35%	-9%	inhibitors of VEEV 10K pilot screen=2.3
CC1(C(=O)NCc2ccccc2)Oc2ccccc2NC1=O (stereo unspecified)	2.6%	4%	-7%	-3%	3%
Cc1c(Cl)cccc1NC(=O)c1cc(-c2ccco2)on1	i	48%	3%	8%	10%
COc1ccc(Nc2nnc(SCC(=O)/C=C3/N(C)c4ccccc4C3(C)C)s2)cc1	8.1%	46%	42%	-2%	-3%
Cn1c(CO)cnc1SCc1c(Cl)cccc1Cl	i	-1%	-15%	-3%	-1%
O=C1[C@H](Cc2ccccc2)NCCCC[C@@H](c2ccco2)N1Cc1ccccc1	i	/	/	14%	/
COc1ccc(-n2c(Cn3nnc4ccccc43)nnc2SCC(=O)O)cc1	2.1%	9%	-2%	-3%	-4%
CCn1nnnc1SCC(=O)N1CCCCC1	2.5%	-15%	0%	-8%	6%
COc1ccc(S(=O)(=O)N(C)c2ccc(C(=O)NCc3ccccn3)cc2)cc1	0.5%	-2%	-7%	-5%	2%
NC(=O)C1CCN(C(=O)COc2cccc3ccccc23)CC1	i	-3%	-5%	-4%	-11%
Cc1c(C(=O)Nc2nc(-c3ccccn3)cs2)oc2ccccc12	6.3%	?	?	1%	/
CC(C)Oc1ccc(S(=O)(=O)N2CCOCC2)cc1NC(=O)C1CSC2(C)CCC(=O)N12 (stereo unspecified)	6.7%	-6%	-8%	-5%	4%
CC(C)c1nnc(N2C(=O)c3oc4ccccc4c(=O)c3C2c2ccco2)s1 (stereo unspecified)	0.3%	8%	2%	-3%	0%
Cc1cn(CC(=O)NCCc2c[nH]c3ccccc23)c(=O)[nH]c1=O	0.2%	/	/	17%	/
COC(=O)c1ccc(COc2ccc(/C=N/Nc3nc(C)cc(=O)[nH]3)cc2)cc1	1.6%	71%	-3%	1%	-10%

Arranged by molar mass (high to low): 3 of the compounds above
SMILES	inhibitors of VEEV	M. tuberculosis	M. tuberculosis HTS	influenza NS1A	PhoP GFP inhibition	others
COc1ccc(S(=O)(=O)N(C)c2ccc(C(=O)NCc3ccccn3)cc2)cc1	0.5%	-2%	-7%	-5%	2%
COC(=O)c1ccc(COc2ccc(/C=N/Nc3nc(C)cc(=O)[nH]3)cc2)cc1	1.6%	71%	-3%	1%	-10%
O=C1[C@H](Cc2ccccc2)NCCCC[C@@H](c2ccco2)N1Cc1ccccc1	i	/	/	14%	/

More entries follow.
SMILES	inhibitors of VEEV	M. tuberculosis	M. tuberculosis HTS	influenza NS1A	PhoP GFP inhibition	others
Cc1ccc(C)c(NC(=O)CSc2nnc(-c3ccccc3)o2)c1	4.5%	35%	3%	3%	-7%
O=C(NCCN1CCOCC1)c1cc(Sc2cccc(Cl)c2)nc2ccccc12	10%	24%	4%	4%	0%
CCC(CC)C(=O)NCCc1cc2ccc(C)cc2[nH]c1=O	1.2%	/	0%	24%	30%
COc1ccc(CCNC(=O)CCCOc2cccc(C)c2C)cc1OC	6.3%	20%	7%	-10%	6%
Cc1cc(=O)[nH]c(/N=C(\N)Nc2ccc(SC(F)F)cc2)n1	2.2%	10%	-4%	5%	5%
CCC(=O)OCC(=O)c1cc(C)n(-c2ccc(Br)cc2)c1C	1.5%	75%	-3%	3%	-1%
CCOC(=O)c1[nH]c2ccc(C)cc2c1N	1.2%	/	/	12%	-6%
Cc1ccc2[nH]cc(CCNC(=O)c3ccco3)c2c1	0.5%	5%	5%	-3%	-21%
Cc1ccc(C(=S)NCS(=O)(=O)c2ccc(C)cc2)cc1	1.6%	69%	4%	-3%	7%
CC(=O)Nc1ccc(S(=O)(=O)NCc2nc(-c3ccccc3Cl)no2)cc1	5.6%	1%	3%	-6%	7%
C=C1C(=O)OC2C1CCC(C)C1(O)C=CC(=O)C21C (stereo unspecified)	13%	/	/	-7%	/
CCC(CC)c1nnc(NC(=O)C2=NNC(=O)CC2)s1	1.8%	-1%	-5%	-2%	0%
CC(O)CNc1cc(N)c([N+](=O)[O-])cc1[N+](=O)[O-] (stereo unspecified)	0.8%	-10%	-3%	6%	-5%
CCOCCCn1c(SCC(=O)NC2CCCC2)nc2ccccc2c1=O	0.6%	-5%	1%	10%	-6%
CC(C)NC(=O)c1ccc(-n2c(=S)[nH]c3ccccc3c2=O)cc1	/	-5%	-2%	/	6%
CC(C)OCP(=O)(c1ccccc1)c1ccccc1	i	3%	8%	19%	9%
COC(=O)Nc1ccccc1C(=O)N1CCCCC1	i	2%	4%	-2%	-2%
Cc1ccccc1C(=O)NC(CC(C)C)C(=O)NN1C(=O)c2ccccc2C1=O (stereo unspecified)	0.6%	-5%	3%	-1%	4%
